AmpC inh no detg = blocks E. coli AmpC beta-lactamase in detergent-free assay | hit rate 0.52% among 330,000 | AmpC nitrocefin hydrolysis, absorbance 480 nm, 0.0001% Triton | AID 485341 | Potency, µM (highest dose often 57.1 µM), for inactives: top-dose activity change, negative = inhibition, most hits filed as inhibitors | P00811;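 further: potency means the concentration at half of the fitted maximal effect; plate controls were no compound for no effect and no enzyme for full effect; nearly all actives have a fitted effect of over 20% in size; some results filed as inactive show a strong effect at the top dose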
Target sequence (P00811 whole entry, looked up): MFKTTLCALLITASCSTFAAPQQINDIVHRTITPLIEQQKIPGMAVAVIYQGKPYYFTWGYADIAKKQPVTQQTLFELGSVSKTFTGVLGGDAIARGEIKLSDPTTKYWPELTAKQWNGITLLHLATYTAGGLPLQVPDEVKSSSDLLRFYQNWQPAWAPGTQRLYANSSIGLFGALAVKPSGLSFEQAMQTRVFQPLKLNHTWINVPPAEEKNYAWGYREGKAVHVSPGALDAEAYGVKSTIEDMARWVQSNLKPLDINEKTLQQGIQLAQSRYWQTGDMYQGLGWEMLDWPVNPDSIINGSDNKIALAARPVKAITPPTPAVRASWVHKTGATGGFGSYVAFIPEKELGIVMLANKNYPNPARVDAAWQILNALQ
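AmpC (5.3 nM in the dispensed reagent) in 20 mM phosphate pH 7.0 with 0.01% (detergent screen) or 0.0001% Triton X-100 was preincubated with compounds for 15 min at room temperature. Nitrocefin was then added from an 800 uM solution, and hydrolysis was followed at 480 nm.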
Giardia FBPA inh = inhibitors of Giardia lamblia fructose-1,6-bisphosphate aldolase; purified Giardia FBPA; hit rate 0.71% among 290,000; Potency, µM (highest dose often 59.6 µM), inactives show at the top dose activity, negative = inhibition, hits mostly inhibitors; A8B2U2; further: potency means the concentration at half of the fitted maximal effect; nearly all actives have a fitted effect of over 55% in size
Target sequence (A8B2U2 whole entry, looked up): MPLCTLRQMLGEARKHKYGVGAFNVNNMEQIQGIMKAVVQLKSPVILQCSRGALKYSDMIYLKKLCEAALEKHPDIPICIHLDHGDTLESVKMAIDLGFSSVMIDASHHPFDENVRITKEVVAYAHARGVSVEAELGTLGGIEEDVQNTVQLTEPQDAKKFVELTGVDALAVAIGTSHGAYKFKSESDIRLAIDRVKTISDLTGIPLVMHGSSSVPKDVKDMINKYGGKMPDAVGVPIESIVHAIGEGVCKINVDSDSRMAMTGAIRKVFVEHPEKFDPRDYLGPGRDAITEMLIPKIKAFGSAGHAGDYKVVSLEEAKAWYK
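Giardia FBPA (40 nM reagent) was preincubated 10 min at RT with compound (up to 57.5 uM final), then substrate plus GAPDH/TPI/NAD/arsenate coupling system with diaphorase/resazurin was added; resorufin fluorescence (525/598 nm) was read after 20 min.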
AMA1-RON2 inh = disrupts binding of P. falciparum AMA1 to RON2 | Potency, µM (titrated, usually from 58.2 µM), without a hit: at the highest dose activity change, negative = inhibition, actives largely listed as inhibitors | AlphaScreen AMA1-biotinylated RON2 peptide binding | AID 720542 | hit rate 0.2% among 360,000;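 further: potency means the concentration at half of the fitted maximal effect; 0% = vehicle wells and -100% = peptide control; nearly all actives have a fitted effect of over 45% in size; some results filed as inactive show a strong effect at the top dose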
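AMA1 (3D7) with his tag at 25 nM final met compounds first, then biotinylated RON2 peptide at 25 nM; detection used donor plus acceptor beads, 10 µg/mL apiece, read by AlphaScreen after 30 min at room temperature.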
Sm TGR block = inhibitors of Schistosoma mansoni thioredoxin glutathione reductase | Q962Y6 | purified TGR, DTNB reduction, TNB absorbance 405 nm | Potency, µM (highest dose often 114 µM), inactives show at the top dose activity change, negative = inhibition, hits mostly inhibitors | hit rate 3% among 360,000 | AID 485364; further: potency means the concentration at half of the fitted maximal effect; nearly all actives have a fitted effect of over 60% in size
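First, TGR (20 nM dispensed) and NADPH were mixed with compound. Second, a 15 min room-temperature incubation followed. Third, further NADPH and then DTNB were added to start the reaction. Finally, TNB absorbance was monitored kinetically.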
AmpC inh detg = AmpC beta-lactamase inhibition with detergent present | P00811 | AmpC hydrolysis of nitrocefin, absorbance 480 nm, 0.01% Triton | Potency, µM (series often up to 114 µM), for inactives: at the top dose activity change, negative = inhibition, most hits filed as inhibitors | hit rate 0.041% among 370,000 | AID 485294;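 further: potency means the concentration at half of the fitted maximal effect; 0% = no-compound wells and -100% = no-enzyme wells; nearly all actives have a fitted effect of over 25% in size; some results filed as inactive show a strong effect at the top dose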
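20 mM phosphate pH 7.0 + 0.01% (detergent screen) or 0.0001% Triton X-100; 5.3 nM AmpC reagent; cpd preinc 15 min RT; nitrocefin (800 uM stock) to start; A480 q20 s × 4 min; Activity was normalised to no-enzyme and no-compound control wells.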
HCMV antiviral = inhibitors of human cytomegalovirus. HFF cells, HCMV-luciferase reporter, 72 h; active compounds read low. activity change, negative = inhibition, % at 57.5 µM. hit rate 4.5% among 410,000. AID 1259415; in the data active means activity change below about -60%; inconclusive means no clear call, values can overlap the other calls; inactive means above about -39%
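Human foreskin fibroblasts infected with luciferase-reporter HCMV at MOI 1 PFU/cell, compounds at two doses. Luciferase measured 72 h post infection; normalized to buffer-only basal and Salinomycin (10uM) controls.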
* marks the source's active call; other numbers are inactive results; u = inconclusive; x = not tested or not shown; & = joins results of further samples; [ ] = remark or other dose. Unless noted, the call rests on the fitted dose curve; in most records, active means well fitted curve in the direction sought with a large enough effect; inconclusive means small, poorly fitted or top-dose-only effect, or another doubt; inactive means no such curve, though single readings can be large; an effect the other way counts as inactive or inconclusive. Unless noted, on the % scale 0 is the no-effect control and ±100 the full control effect.

SMILES	AmpC inh no detg	Giardia FBPA inh	AMA1-RON2 inh	Sm TGR block	AmpC inh detg	HCMV antiviral
Cc1onc(-c2ccccc2Cl)c1C(=O)Nc1ccc(-c2nnc3n2CCCCC3)cc1	118%[activator]	-1%	-8%	0%	-11%	-27
Cc1ccc2c(=O)c(C(=O)c3ccc(Cl)cc3)cn(CC(=O)Nc3ccc4c(c3)OCCO4)c2n1	x	x	x	2%	18%	-22
Cc1ccc2nc(C)c(C(=O)N/N=C/c3ccccc3[N+](=O)[O-])cc2c1	-20%	2%	11%	-2%	-2%	-15
CCNc1nc(NCC)nc(N(CC)C(N)=S)n1	-43%	-9%	7%	-2%	0%	23
O=C1/C(=C/c2ccco2)SC(=S)N1c1cccnc1	-36%	8.9µM*	u	14µM*	-4%	-9
COc1cccc(OCc2cc(C(=O)NC3CCOCC3)no2)c1	2%	7%	9%	-4%	-1%	43
CCOc1ccc(C(=O)Nc2ncccc2Cl)cc1	-8%	2%	-2%	-20%	1%	-37
Cc1ccc(-c2noc(-c3ccccc3NC(=O)C3CC(=O)N(c4cccc(C)c4)C3)n2)cc1 (stereo unspecified)	x	x	x	-17%	-2%	50
CCOC(=O)N1CCN(c2c(-c3ccc(C)c(C)c3)c(=O)c2=O)CC1	-1%	5%	5%	2%	u	-40
CSc1nnc(NC(=O)c2nc(S(=O)(=O)Cc3cccc(C)c3)ncc2Cl)s1	-26%	x	53%[activator]	20µM*	11%	-103*
O=[N+]([O-])c1ccc(CSc2ncnc3c2ncn3[C@@H]2O[C@H](CO)[C@@H](O)[C@H]2O)cc1	-1%	x	-20%	-6%	u	-7
CC(C)(C)OC(=O)N1CCC(c2c(C(=O)Nc3ccc4c(c3)OCCO4)cnn2-c2ccc(Cl)cc2)CC1	x	x	x	31%	17%	0
COC(=O)c1sc(SC)nc1N	-2%	2%	6%	7%	4%	x
O=C(N/N=C\c1ccc(F)cc1)c1csnn1	-18%	-1%	-2%	1%	2%	20
CCN(CC)C(=S)Sc1c(-c2ccccc2)c2cc(Cl)ccc2[nH]c1=O	-52%	-7%	-14%	-1%	-4%	0
CCN(CC(=O)NCc1ccc(Cl)cc1)C(=O)CSc1ccccc1F	-4%	x	-3%	2%	0%	u
O=C(CSc1nnc(CNC(=O)c2c(F)cccc2Cl)o1)NC1CCCCC1	-3%	x	-4%	-1%	-15%	-20
COc1ccc(-n2nc3c(c2NC(=O)c2cc4ccccc4o2)CS(=O)(=O)C3)cc1	-15%	x	8%	50µM*	-3%	35
CCc1cnc2c(c1SCc1c(F)cccc1Cl)c(=O)n(C)c(=O)n2C	x	x	x	-1%	-2%	-4
CCOCc1nnc(NC(=O)c2c(-c3ccccc3)noc2C)s1	-38%	-25%	2%	0%	-10%	-21
COc1cccc(/C=C2\SC(=S)N(CCCC(=O)Nc3cc(C)on3)C2=O)c1	4%	-3%	-5%	-11%	-8%	48
CNc1ncc(C(=O)C(C)(C)C)s1	-7%	6%	1%	0%	u	1
CCOc1ccccc1N1CCN(C(=O)NCc2ccc(C)cc2)CC1	79%[activator]	-12%	14%	0%	-9%	14
CCOC(=O)C(NC(=O)NCc1cccc(C(F)(F)F)c1)(OCC)C(F)(F)F (stereo unspecified)	-11%	-9%	16%	-20%	-5%	0
O=S(=O)(Nc1cccc2ccccc12)c1cccs1	-45%	x	0%	-17%	-15%	37
Cc1ccc(C)c(N2CCN(C(=O)Cn3cccc3)CC2)c1	0%	14%	-14%	40µM*	u	25
Cc1sc(NC(=O)Cc2ccc3c(c2)OCO3)nc1-c1ccc2c(c1)CCN2C(=O)c1ccccc1F	-29%	-8%	-7%	-3%	-11%	-30
CSc1cccc(NC(=O)CN(C2CCCCC2)S(C)(=O)=O)c1	-4%	-5%	16%	2%	1%	16
CSc1cccc(NC(=O)CN(c2ccccc2)S(=O)(=O)N(C)C)c1	10%	0%	-8%	10%&9%	23%&-6%	24&18
CCOC(=O)c1c(-c2ccc(C)c(C)c2)csc1NC(=O)C1CC=CCC1C(=O)O (stereo unspecified)	-26%	19%	-4%	-8%	0%	-1
O=S(=O)(CCN1C=CC(C(F)(F)F)=NCC1)c1ccc(Cl)cc1Cl	14%	0%	42%[activator]	25µM*	0%	-21
CN(C)S(=O)(=O)c1ccc(Cl)c(NC(=O)CNC2(C)CCS(=O)(=O)C2)c1 (stereo unspecified)	-8%	x	12%	x	x	5
CC1CCc2nc3ccc(S(=O)(=O)N4CCC(C(=O)N5CCCCCC5)CC4)cc3c(C(=O)O)c2C1 (stereo unspecified)	-16%	-12%	7%	2%	3%	u
CCOC(=O)c1cnn(-c2nc(C)cc(C)n2)c1N	-18%	-12%	0%	12%	-4%	-11
CC(C)NS(=O)(=O)c1ccc(OCC(=O)NC(C)c2ccccc2)cc1 (stereo unspecified)	-9%	1%	2%	17%	4%	30
O=C(O)c1ccccc1-c1csc(-c2ccccc2)n1	-19%	9%	7%	x	0%	6
CC(C)N(CCNC(=O)c1ccc(NC2=NC3CS(=O)(=O)CC3S2)cc1)Cc1ccco1 (stereo unspecified)	-9%	3%	22%	0%	-4%	32
C/C(=N\NC(=S)NC1CCCCC1)c1c(F)cccc1F	-16%	7%	52%[activator]	1%	2%	-79*
CN(C)c1ccc(/C=N/c2cc(-c3ccccc3)nn2-c2ccccc2)cc1	-8%	-5%	-9%	-7%	-9%	70
CCN1C(=O)/C(=C\c2ccc(-c3cccc(C(=O)OC)c3)o2)SC1=Nc1ccc(C(=O)O)cc1	-34%	1%	x	-10%	-3%	13
Cc1ccc(F)cc1NC(=O)c1sc2ncn(CC(=O)N3CCN(c4ccccn4)CC3)c(=O)c2c1C	154%[activator]	x	13%	3%	2%	9
Cc1csc(NC(=O)C2CCC(C)(C(=O)O)C2(C)C)n1 (stereo unspecified)	-18%	3%	-13%	6%	-1%	-23
Cc1ccc(NC(=O)CN2CCN(Cc3ccccc3)CC2)cc1F	61%[activator]	-1%	-1%	8%	u	-24
O=C(NNC(=O)C1CC(c2cccs2)=NO1)NC1CCCCC1 (stereo unspecified)	-8%	5%	57%[activator]	x	-9%	25
Cc1nc2cc(NS(=O)(=O)c3cccc4cccnc34)ccc2s1	37%	-20%	0%	-16%	-5%	u
O=C(COC(=O)c1ccccc1NC(=O)c1ccco1)NC1CCS(=O)(=O)C1 (stereo unspecified)	-20%	-1%	-17%	1%	-13%	-34
CCNC(=O)C1CC(=O)N(Cc2ccc3c(c2)OCO3)C(=Nc2ccc(OCC)cc2)S1 (stereo unspecified)	-12%	5%	-9%	-3%	-1%	14
Cc1nn(C)c(Cl)c1CN1CCN(C2CCCCC2)C(CCO)C1 (stereo unspecified)	-6%	11%	1%	7%	-7%	-22
NS(=O)(=O)c1ccc(N2CCN(C(=O)c3ccco3)CC2)nc1	1%	x	-9%	x	x	0
COc1ccc(N(C(=O)c2ccncc2)S(=O)(=O)c2ccc(F)cc2)cc1	22%	x	x	u	1%	57
CCCN1C2CCCC1CC(NC(=O)c1ccccc1F)C2 (stereo unspecified)	u	3%	0%	-2%	-7%	-29
CCCOC(=O)C1=C(C)NC(=O)NC1c1ccc(Br)s1 (stereo unspecified)	-22%	-1%	-9%	1%	1%	-9
COc1cccc(N2CC(NC(=O)c3ccc(S(=O)(=O)N4CCCC4)cc3)CC2=O)c1 (stereo unspecified)	x	x	x	19%	0%	-3
C=CCC(C(=O)OC)(C(=O)OC)c1ccccc1[N+](=O)[O-]	-10%	-11%	3%	0%	0%	-28
Cn1nc(C(=O)OCC(=O)NCCc2ccccc2)c2ccccc2c1=O	1%	x	1%	9%	-6%	-16
O=C(O)c1ccccc1/C=N/NC(=S)NC1CCCCC1	-12%	12%	120%[activator]	-7%	-7%	-22
CC(C)=CCN1CCNC(=O)C1CC(=O)NCc1nc(C)c(C)s1 (stereo unspecified)	30%	-2%	1%	-17%	-5%	-26
CS(=O)(=O)c1ccc([C@@H](O)[C@@H](CO)NC(=O)C(Cl)Cl)cc1	-19%	x	8%	-1%	-17%	58
C=CCOc1nc(-c2ccccc2Cl)nc2ccccc12	-3%	8%	45%[activator]	-30%	7%	28
COc1ccc(NS(=O)(=O)c2ccc3c(c2)oc(=O)n3C)c(OC)c1	-5%	4%	-24%	-5%	-13%	-6

Arranged by heavy-atom count (high to low): some entries from above
SMILES	AmpC inh no detg	Giardia FBPA inh	AMA1-RON2 inh	Sm TGR block	AmpC inh detg	HCMV antiviral
Cc1sc(NC(=O)Cc2ccc3c(c2)OCO3)nc1-c1ccc2c(c1)CCN2C(=O)c1ccccc1F	-29%	-8%	-7%	-3%	-11%	-30
Cc1ccc(-c2noc(-c3ccccc3NC(=O)C3CC(=O)N(c4cccc(C)c4)C3)n2)cc1 (stereo unspecified)	x	x	x	-17%	-2%	50
CN(C)S(=O)(=O)c1ccc(Cl)c(NC(=O)CNC2(C)CCS(=O)(=O)C2)c1 (stereo unspecified)	-8%	x	12%	x	x	5
COc1cccc(OCc2cc(C(=O)NC3CCOCC3)no2)c1	2%	7%	9%	-4%	-1%	43
Cc1ccc(C)c(N2CCN(C(=O)Cn3cccc3)CC2)c1	0%	14%	-14%	40µM*	u	25
O=C(N/N=C\c1ccc(F)cc1)c1csnn1	-18%	-1%	-2%	1%	2%	20

Later entries
SMILES	AmpC inh no detg	Giardia FBPA inh	AMA1-RON2 inh	Sm TGR block	AmpC inh detg	HCMV antiviral
CC1=C(C(=O)OCc2ccccc2)C(c2ccc([N+](=O)[O-])cc2)NC(=O)N1CCCC(=O)O (stereo unspecified)	-8%	-7%	0%	3%	-10%	0
CCOC(=O)N1CCN(CC(=O)Nc2cccc(Br)c2)CC1	32%	1%	4%	-8%	0%	-1
COc1ccc([C@H]2CC(=O)C=C(/C=C/c3ccccc3)C2)cc1OC	103%[activator]	x	-28%	-30%	3%	-11
Cn1ccc(NC(=O)c2ccc([N+](=O)[O-])cc2)n1	5%	x	-1%	-3%	u	-22
Cc1ccc(C)c(Cn2cnc3c(cnn3-c3ccc(F)cc3)c2=O)c1	x	x	x	12%	18%	-12
c1ccc2c3c(cc(N4CCOCC4)c2c1)OC1(N2CCOCC2)CCCCC1O3 (stereo unspecified)	-4%	0.56µM*	-4%	u	11%	16
CC(=O)Nc1cc(C(=O)NCc2ccc(F)cc2)ccc1S(=O)(=O)c1ccc(C)cc1	x	x	x	-2%	-4%	6
CCc1nnc(NC(=O)CSc2nnc(-c3ccco3)n2C)s1	-5%	1%	3%	2%	u	41
N#CNC(=Nc1cccc(F)c1)SCc1ccccc1	-9%	2%	-3%	-21%	u	12
COc1ccc(CCC(=O)NC(C)c2ccccc2)cc1OC (stereo unspecified)	4%	3%	4%	-23%	0%	8

Screening results deposited in PubChem by National Center for Advancing Translational Sciences (NCATS).
